eIF4E-4G inh: eIF4E/eIF4G interaction inhibition in translation initiation; inhibition, % at 21.7 µM; P63073+Q04637; TR-FRET eIF4E-eIF4GI(517-606) binding, 2 h; hit rate 0.37% among 220,000; AID 782;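 active means inhibition above about 30%, limit read from the data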;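 further: 0% = full FRET control wells and 100% = background wells lacking eIF4GI fragment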
Rad51 HR inh: Rad51 (human) homologous recombination inhibition | hit rate 0.085% among 200,000 | AID 1385 | hRad51 DNA strand exchange, fluorescence dequenching | Q06609 | inhibition, % at 10 µM;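 active means inhibition above 40% at the single screening dose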;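 further: 0% = DMSO control wells and 100% = blanks with heterologous ssDNA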
Target sequence (Q06609 whole entry, looked up): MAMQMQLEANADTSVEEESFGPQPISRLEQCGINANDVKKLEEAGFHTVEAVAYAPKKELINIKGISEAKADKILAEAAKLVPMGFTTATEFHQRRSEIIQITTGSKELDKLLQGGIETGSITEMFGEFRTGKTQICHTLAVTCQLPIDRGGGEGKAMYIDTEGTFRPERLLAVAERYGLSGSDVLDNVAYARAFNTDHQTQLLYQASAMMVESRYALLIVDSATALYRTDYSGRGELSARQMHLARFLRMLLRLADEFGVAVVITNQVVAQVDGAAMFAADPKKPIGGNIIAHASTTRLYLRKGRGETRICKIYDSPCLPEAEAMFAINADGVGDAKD
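Material: Human Rad51 nucleoprotein filaments preassembled on unlabelled ssDNA | Also added: Labelled 47-mer dsDNA for strand exchange | Dosing: Single dose, 10 µM final compound | Schedule: 30-min compound preincubation and 15-min exchange, both room temperature | Technique: Fluorescence dequenching at 485/520 nm | Measure: Percent inhibition relative to plate controls and blanks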
Tb hexokinase: T. brucei hexokinase 1 inhibition | recombinant TbHK1, G6PDH-coupled NADH A340 | inhibition, % at 10 µM | hit rate 0.11% among 220,000 | AID 1430;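 active means inhibition of 50% or more in the single-dose primary screen; inactive means inhibition below 50%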
EP2 modulator: modulates human prostaglandin E2 receptor EP2 signaling | P43116 | EP2-expressing cells, cAMP HTRF FRET, PGE2 co-stimulation | induction, % at 25 µM | hit rate 0.83% among 260,000;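 active means compounds whose cAMP rise, as percent of the full-agonist control response, exceeds 60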;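 further: rat C6 glioma line stably carrying human EP2 under a CMV promoter; the protocol text gives 20 µM as final concentration; 100% = response of wells given 1 µM PGE2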
Target sequence (P43116 whole entry, looked up): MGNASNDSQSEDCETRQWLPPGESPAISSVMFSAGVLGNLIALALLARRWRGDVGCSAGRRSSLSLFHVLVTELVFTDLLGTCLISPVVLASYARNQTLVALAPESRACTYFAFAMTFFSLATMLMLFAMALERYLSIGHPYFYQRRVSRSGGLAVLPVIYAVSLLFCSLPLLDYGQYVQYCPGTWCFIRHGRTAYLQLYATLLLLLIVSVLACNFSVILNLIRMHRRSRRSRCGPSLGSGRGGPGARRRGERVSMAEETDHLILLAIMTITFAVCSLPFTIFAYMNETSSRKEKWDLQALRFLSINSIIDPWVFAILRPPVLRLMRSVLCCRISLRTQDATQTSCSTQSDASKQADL
zVAD death inh: L929 zVAD cell death inhibition; AID 1377; hit rate 0.38% among 220,000; viability rescue, % at 10 µM; L929 zVAD necroptosis rescue, ATP luminescence, 24 h; with zVAD 60 µM;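 active means activation, scaled between plate controls, above about 75%, limit read from the data; inactive means activation under that limit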;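 further: 0% = zVAD with DMSO and 100% = DMSO alone without zVAD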
m-calpain inh: blocks pig calpain II enzyme activity; purified calpain II, fluorogenic peptide substrate, 30 min; inhibition, % at 16 µM; hit rate 0.37% among 220,000;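 active means inhibition above about 50%, limit read from the data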
14-3-3 Bad inh: disrupts binding of bovine 14-3-3 zeta to phospho-Bad peptide | P63103 | TR-FRET 14-3-3zeta/Dy647-pBad peptide displacement, 1 h | AID 781 | hit rate 0.71% among 220,000 | inhibition, % at 21.7 µM;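 active means inhibition above about 70%, limit read from the data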;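 further: 0% = full 14-3-3 plus peptide FRET controls and 100% = background without 14-3-3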
Target sequence (P63103 whole entry, looked up): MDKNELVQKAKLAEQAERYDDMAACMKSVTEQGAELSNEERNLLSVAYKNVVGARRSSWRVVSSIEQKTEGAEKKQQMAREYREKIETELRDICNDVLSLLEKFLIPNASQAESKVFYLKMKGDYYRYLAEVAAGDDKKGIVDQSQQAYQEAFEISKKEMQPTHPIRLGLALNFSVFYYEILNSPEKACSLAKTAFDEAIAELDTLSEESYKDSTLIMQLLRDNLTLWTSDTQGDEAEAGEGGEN
EP2 antag: EP2 receptor (human) inhibition. P43116. C6 glioma cells expressing human EP2, cAMP TR-FRET; cells stimulated with saturating PGE2. inhibition, % at 25 µM. hit rate 0.52% among 260,000;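 active means percent inhibition above 40 after rounding to a whole number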;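 further: rat C6 glioma host cells with rolipram phosphodiesterase inhibitor present; the protocol text gives 20 µM as final concentration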
Hck Nef HTS: inhibitors of human Hck kinase activated by Nef; hit rate 0.68% among 220,000; Recombinant Hck-YEEI plus Nef, Z-Lyte FRET kinase assay; inhibition, % at 20 µM; P08631;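 active means Hck-Nef kinase inhibition above about 50%, limit read from the data; inactive means inhibition below that limit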;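 further: 0% = DMSO with Hck plus Nef and 100% = Hck alone without Nef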
* marks the source's active call; other numbers are inactive results; i = inactive; / = not tested or not shown; & = joins results of further samples; [ ] = remark or other dose. Not all compounds are listed (hit frequency here may not be typical).

SMILES | eIF4E-4G inh | Rad51 HR inh | Tb hexokinase | EP2 modulator | zVAD death inh | m-calpain inh | 14-3-3 Bad inh | EP2 antag | Hck Nef HTS
COC(=O)CN1C(=O)C(C)(C)Oc2ccc(C(=O)NC3CC3)cc21 | -1[fluorescence artefact?] | -2 | 3 | 37 | 2.8 | -26 | 1 | 4 | 1
Cc1nn(C(C)C(=O)NCC2CCCO2)c(=O)c2cc3occc3n12 (stereo not given) | 0 | / | 3 | 32 | 2.5 | 1 | -9[fluorescence artefact?] | / | 10
COc1cccc(OC)c1-c1nn2c(-c3ccco3)nnc2s1 | 4 | 5 | -5 | 5 | -0.7 | 29 | -7[fluorescence artefact?] | 2 | 6
O=C(CSc1nnc(C2CCCCC2)n1Cc1ccccc1)NCc1ccco1 | -6[fluorescence artefact?] | -6 | 11 | -6 | -0.2 | 23 | 12[fluorescence artefact?] | 7 | 2
c1ccc2sc(C3CCN(Cc4nnnn4Cc4ccc5c(c4)OCO5)CC3)nc2c1 | -4 | -3 | 3 | -74 | 0.6 | -4 | -9[fluorescence artefact?] | 6 | 13
O=C(NCc1cccnc1)c1ccccc1-c1ccccc1 | -6 | 7 | 2 | 14 | 1.1 | -2 | -8 | 2 | -12
NC(=O)NC(=O)CSc1cccc(C(F)(F)F)c1 | -2 | 3 | 2 | 15 | 0.0 | -3 | 11 | 3 | 1
CCOc1ccc(Cn2nnc(C(=O)NCc3ccccc3)c2N)cc1 | -3 | 1 | 4 | -2 | 1.4 | -14 | 2 | 6 | 0
CN(Cc1ccccn1)Cc1nc(-c2ccc(Cl)cc2)no1 | -1 | -11 | 8 | -70 | 0.2 | 9 | 0 | 7 | 27
CSC1=N/C(=C\c2ccc(Cl)cc2)C(=O)N1N(C)C | 7 | -3 | -15 | -29 | 0.5 | 37 | -1 | 11 | 1
CCCCC(=O)Nc1ccc(NC(=O)c2ccc3c(c2)OCO3)cc1OC | 3 | 4 | -2 | -3 | 0.8 | 43 | 14[fluorescence artefact?] | 6 | 1
O=C1N(Cc2cccnc2)C[C@@H]2C[C@@H](c3cccc(C(F)(F)F)c3)N3CCC[C@@]123 | 2 | / | -3 | 6 | -0.1 | -26 | -8 | 6 | -2
CCOC(=O)c1csc(NC(=O)CSc2nnnn2-c2ccc(OC)c(OC)c2)n1 | 7[fluorescence artefact?] | 4 | -5 | 2 | 0.2 | -5 | 10[fluorescence artefact?] | 6 | 2
O=C(NCc1ccc(F)cc1)Nc1cccc([N+](=O)[O-])c1 | -1 | -31 | 0 | -32 | -0.3 | 3 | -7 | 7 | 6
c1ccc(C2CC(c3ccccc3)n3c(nc4ccccc43)N2)cc1 (stereo not given) | 8 | 5 | 0 | 9 | 0.0 | 34 | 10[fluorescence artefact?] | 5 | 1
Cc1ccc(NC(=O)C(Nc2cccc(C)c2)c2ccccc2)cc1 (stereo not given) | -3[fluorescence artefact?] | 1 | 29 | -15 | 1.0 | 13 | -4 | 6 | 0
COc1ccc(-c2ccc(-c3noc(-c4cccc(OC)c4)n3)c(OC)n2)cc1 | / | -3 | -29 | / | 1.0 | / | / | 19 | 10
CCn1c(SCc2cccc(F)c2)nnc1-c1cccnc1 | 2 | -38 | -5 | -12 | -0.4 | 2 | -9 | 3 | -11
CCC(C)NC(=O)c1ccc2c(Cl)c3c(nc2c1)CCC3 (stereo not given) | -2 | / | -3 | -33 | 13 | -2 | 2 | 11 | 11
CCOC(=O)CC(=O)CSc1nc2c(cc1C#N)CCC2 | -4 | 10 | -15 | -16 | -0.2 | -254 | 1 | 8 | 1

2 entries from above in a different format.
Under each structure – eIF4E-4G inh, Rad51 HR inh, Tb hexokinase, EP2 modulator, zVAD death inh, m-calpain inh, 14-3-3 Bad inh, EP2 antag, Hck Nef HTS
> NC(=O)NC(=O)CSc1cccc(C(F)(F)F)c1
 : -2, 3, 2, 15, 0.0, -3, 11, 3, 1
> O=C1N(Cc2cccnc2)C[C@@H]2C[C@@H](c3cccc(C(F)(F)F)c3)N3CCC[C@@]123
 : 2, /, -3, 6, -0.1, -26, -8, 6, -2

Carrying on:
SMILES | eIF4E-4G inh | Rad51 HR inh | Tb hexokinase | EP2 modulator | zVAD death inh | m-calpain inh | 14-3-3 Bad inh | EP2 antag | Hck Nef HTS
O=C(OCc1csc(-c2ccccc2)n1)c1cccs1 | -14[fluorescence artefact?] | 11 | 1 | -21 | 0.1 | 29 | 22[fluorescence artefact?] | 11 | 3
CC(NC(=O)c1cc(F)c(F)cc1Cl)c1ccncc1 (stereo not given) | 3 | / | -8 | 9 | -0.1 | 9 | -1 | 1 | -10
COc1ccc(Nc2cc(C)nc(-n3nc(C)cc3C)n2)cc1 | -10 | 8 | 10 | -12 | -1.6 | -23 | -7 | 7 | -10
COC(=O)c1cc2ccc(OC)c(OC)c2c(=O)s1 | -2 | 2 | -29 | 13 | 6.4 | -9 | 3 | 19 | 1
O=C(C/C=N/OCc1c(Cl)cccc1Cl)c1ccccc1 | -2 | 0 | -2 | 2 | 0.2 | 20 | 13 | 4 | 1
COc1cccc(N(C(C)=O)c2nc(C)cc(C)c2C#N)c1 | -4[fluorescence artefact?] | 8 | -1 | 6 | -0.1 | 5 | 0 | 5 | 1
COc1ccccc1-c1ccc(SCC(=O)Nc2cc(C)on2)nn1 | 0 | 2 | -1 | 15 | 0.3 | 7 | 11 | 8 | 0
Cc1nnc(-n2cnc3ccccc32)c2ccccc12 | 0[fluorescence artefact?] | -2 | 1 | -3 | 0.0 | -19 | -6 | 5 | -1
CC(=O)c1ccc(NC(=S)NCCc2cccc(Cl)c2)cc1 | 0 | -7 | -6 | -56 | 1.9 | 1 | -1 | 35 | 0
C=C(C)CSC1=C(C#N)C(c2ccccc2Cl)CC(=O)N1 (stereo not given) | 2 | -2 | 5 | -19&13 | 0.0 | -6 | 9 | 3&9 | 1
COCCCNCCCCOc1ccc(Br)cc1Cl | 1 | / | 4 | -61 | 0.4 | 9 | 19 | 13 | -1
COc1cc(CC(CC(=O)O)CC(C)OCc2ccccc2)cc(OC)c1 (stereo not given) | 15 | 7 | 34 | 20 | 0.1 | -4 | 3[fluorescence artefact?] | 3 | 3
O=C(/C(N=Nc1cccc([N+](=O)[O-])c1)=C(/O)c1ccc(Br)cc1)C(F)(F)F | 0 | -7 | 26 | -18 | 1.8 | 2 | 4 | 8 | 15
CCC(C)C(=O)Nc1nnc(SCC(=O)Nc2ccc(F)cc2)s1 (stereo not given) | -2 | -1 | 10 | -6 | -0.7 | 27 | 34 | 1 | 13
Cc1cc(C)n(-c2ccc(C(=O)OCc3nnc(-c4ccccc4)o3)cc2)n1 | -5 | -1 | -7 | 11 | 2.1 | -61 | -5 | 11 | 1
COc1ccc2nc(N3CCC(C)CC3)c(C#N)cc2c1 | 3 | -1 | -3 | 55 | 0.1 | -165 | -5 | 8 | 0
CCOCCCNC(=O)CNC(=S)N(Cc1ccccc1F)C1CCCCC1 | 1 | / | 2 | 19 | 0.0 | -1 | -4 | 6 | 0
COC(=O)c1ccc(/C=N/OCC(=O)Nc2cc(F)ccc2F)cc1 | 3 | 2 | -5 | -35 | 5.3 | 9 | 5 | 12 | -27
Oc1ccc(-c2[nH]ncc2-c2cccc3cccnc23)c(O)c1 | 92* | 1 | 2 | -17 | -0.2 | -4 | -3 | 13 | 0
CCCCCCCC(=O)NNC(=O)CC(=O)Nc1ccccc1C(=O)O | 6[fluorescence artefact?] | 9 | -2 | 9 | 1.2 | -13 | -1 | 6 | 6

A section of the results above, for reference:
SMILES | eIF4E-4G inh | Rad51 HR inh | Tb hexokinase | EP2 modulator | zVAD death inh | m-calpain inh | 14-3-3 Bad inh | EP2 antag | Hck Nef HTS
Oc1ccc(-c2[nH]ncc2-c2cccc3cccnc23)c(O)c1 | 92* | 1 | 2 | -17 | -0.2 | -4 | -3 | 13 | 0
CCCCCCCC(=O)NNC(=O)CC(=O)Nc1ccccc1C(=O)O | 6[fluorescence artefact?] | 9 | -2 | 9 | 1.2 | -13 | -1 | 6 | 6

The listing picks up with the 3 entries that preceded the break.
SMILES | eIF4E-4G inh | Rad51 HR inh | Tb hexokinase | EP2 modulator | zVAD death inh | m-calpain inh | 14-3-3 Bad inh | EP2 antag | Hck Nef HTS
COC(=O)c1ccc(/C=N/OCC(=O)Nc2cc(F)ccc2F)cc1 | 3 | 2 | -5 | -35 | 5.3 | 9 | 5 | 12 | -27
Oc1ccc(-c2[nH]ncc2-c2cccc3cccnc23)c(O)c1 | 92* | 1 | 2 | -17 | -0.2 | -4 | -3 | 13 | 0
CCCCCCCC(=O)NNC(=O)CC(=O)Nc1ccccc1C(=O)O | 6[fluorescence artefact?] | 9 | -2 | 9 | 1.2 | -13 | -1 | 6 | 6
CCCCNC(=O)NC(C(=O)OC)C12CC3CC(CC(C3)C1)C2 (stereo not given) | -1 | 10 | 9 | -9 | -0.7 | 28 | -10 | 3 | -4
O=C(c1cc(-c2ccco2)on1)N1CCOCC1 | 6 | / | 0 | 21 | -0.1 | -11 | 1 | 6 | 1
C=CCNc1nc(-c2ccc([N+](=O)[O-])cc2)cs1 | 2[fluorescence artefact?] | / | -9 | -52 | 0.6 | 4 | -12[fluorescence artefact?] | 28 | 7
Cc1ccc(NC(=O)Nc2ccccc2C#N)c(Cl)c1 | 6 | -12 | 0 | -21 | 0.0 | -196 | 11 | 6 | 1
N#Cc1ccc(OCc2nnc(SCC(=O)c3ccccc3)n2-c2ccccc2)cc1 | 4 | 10 | 2 | -12 | 0.1 | 26 | 5 | 4 | 7
C=CCNC(=S)NNC(=O)c1ccc(=O)n(Cc2ccccc2)c1 | -1 | 9 | -4 | 14 | 2.9 | -4 | -19 | 5 | 20
C=CCSc1ncnc2c1oc1nc3c(cc12)COC(C)(C)C3 | -1 | -14 | -20 | 6 | -0.1 | -8 | -13 | 14 | 10
COc1ccc(-c2cn[nH]c2N)cc1 | -1 | 3 | -9 | 11 | -0.2 | 17 | -26 | 1 | 0
O=C(NCc1ccccc1)C1=C[C@@H](c2ccccc2)C[C@@H](OCc2ccc(CO)cc2)O1 | -1 | -11 | -10 | -5 | 1.0 | -8 | -3 | 6 | -5
O=c1[nH]c(Nc2ccc(F)cc2)cc2ccccc12 | -2 | 3 | 0 | 5 | 0.5 | i | -12 | 7 | 8
CCOc1ccc(N2CC(=O)N/C2=N\c2nc(C)cc(C)n2)cc1 | 8 | 0 | 69* | -17 | -0.3 | 29 | -2 | 8 | 11
Cc1ccc(-c2csc3ncnc(Oc4cccc5ccc(C)nc45)c23)cc1 | -2 | -13 | -3 | 47 | 0.5 | 1 | 1 | 4 | 1
Cc1onc(-c2c(F)cccc2Cl)c1C(=O)OCc1cnc(Cl)s1 | 3 | 5 | -3 | 56 | -1.0 | 30 | -11 | 5 | 23
COc1ccc(-c2csc(NC(=O)c3cccc(S(=O)(=O)N4CCN(C)CC4)c3)n2)cc1 | 2 | -6 | -18 | -32 | -0.3 | -20 | 9 | 8 | 0
CC(C)Cn1c2c(c(O)c(C(=O)Nc3ncccc3O)c1=O)CCCC2 | 2[fluorescence artefact?] | 0 | -20 | -2 | 0.1 | -74 | -5 | 15 | 1
O=C(Nc1ccc2c(c1)OCO2)c1ccc(COc2ccc3c(c2)CCC3)o1 | 0 | 7 | 4 | -21 | -0.4 | 25 | -3[fluorescence artefact?] | 6 | 3

Source: PubChem BioAssay
